High-throughput results from PubChem.
OX1R antag-1 = blocks the human orexin 1 receptor. O43613. AID 434989. inhibition, % at 5 µM. CHO/OX1R cells, Fluo-8 calcium fluorescence, orexin A. actives 0.43% (n = 330,000);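 active = inhibition above its plate's threshold, mean inhibition of all tested compounds on the plate plus 3 SD, cut at about 37% in these data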;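 also: 0% = orexin A challenge wells and 100% = SB-334867-A antagonist wells; not every result past the cut was called active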
Target sequence (O43613 whole entry, looked up): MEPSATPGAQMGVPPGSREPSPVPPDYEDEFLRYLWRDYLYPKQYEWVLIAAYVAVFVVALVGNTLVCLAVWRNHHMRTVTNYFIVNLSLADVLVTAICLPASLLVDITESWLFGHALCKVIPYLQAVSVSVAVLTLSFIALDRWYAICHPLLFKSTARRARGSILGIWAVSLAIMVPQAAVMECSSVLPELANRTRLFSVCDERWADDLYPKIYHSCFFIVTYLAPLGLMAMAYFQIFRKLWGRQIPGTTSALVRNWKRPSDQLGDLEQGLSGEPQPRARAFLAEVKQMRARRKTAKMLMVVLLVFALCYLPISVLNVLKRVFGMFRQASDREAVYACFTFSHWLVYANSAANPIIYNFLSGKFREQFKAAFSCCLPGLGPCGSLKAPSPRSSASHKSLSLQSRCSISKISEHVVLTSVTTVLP
OX1R antag-2 = blocks the human orexin 1 receptor | O43613 | OX1R-expressing cells, FRET antagonist read-out | inhibition, % at 6.6 µM | actives 1.8% (n = 330,000) | AID 485270; in the data active = inhibition mostly above about 38%, no sharp cut-off; inactive = mostly below about 40%;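 also: 0% = agonist challenge alone and 100% = reference antagonist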
Numbers without * were called inactive.

SMILES	OX1R antag-1	OX1R antag-2
Cc1ccc(-n2ncc(Cl)c2C(=O)NCc2ccccc2)cc1	-21	5
CC1CN(CC(O)COc2ccc(C(=O)c3ccccc3)cc2)CC(C)O1 (configuration not stated)	-15	19
Cc1cc(=O)n(-c2ccc3ccccc3n2)[nH]1	6	-3
CNS(=O)(=O)c1ccc2c(c1)NC(=O)C1CCCN21 (configuration not stated)	-11	13
COc1ccc(CC(NC(C)=O)C(=O)NC2CCN(C(=O)Nc3ccccc3Cl)CC2)cc1OC (configuration not stated)	-15	10
Cc1cccc(NC(=O)c2cc(NC(=O)c3ccco3)ccc2N2CCCCC2)c1	-18	0
NS(=O)(=O)c1ccc(CNC(=O)c2ccc(C(=O)c3ccccc3)cc2)cc1	6	5
CCOC(=O)c1cnn(-c2nc(-c3ccc(C)cc3)cs2)c1C(F)(F)F	-15	24
O=C(NCc1ccc(OC(F)(F)F)cc1)c1ccc2c(c1)S(=O)(=O)c1ccccc1C2=O	-10	28
COc1ccc(NC(=O)CN(C)S(=O)(=O)c2ccc(Br)s2)cc1	-26	9
CC[C@@]1(C(=O)OC)N[C@H](CN(C)C(=O)COc2ccccc2)[C@@H]2C(=O)N(Cc3ccccc3)C(=O)[C@@H]21	-4	6
CC(=O)COc1cc2c(-c3cc4ccccc4o3)cc(=O)oc2cc1C	-11	13
Cc1cc(C)c(Nc2ncccc2C(=O)O)c(C)c1	-7	8
Cc1cc(C)c(C(=O)C(C)OC(=O)C2=COCCO2)cc1C (configuration not stated)	-10	27
O=C(CNc1cccc([N+](=O)[O-])c1)N/N=C/c1ccc(F)cc1	-9	12
CCOC(=O)C1CCN(C(c2cccc(OC)c2)c2sc3nc(C)nn3c2O)CC1 (configuration not stated)	-10	14
CCN(CC(=O)Nc1ccc(NC(C)=O)cc1)C(=O)CN1C(=O)NC2(CCCC2)C1=O	4	10
CC(=O)N1c2ccc(S(=O)(=O)NC(CC(=O)O)c3ccc(Br)cc3)cc2CC1C (configuration not stated)	-13	8
Cc1noc(C)c1COc1ccc(C(=O)OCC(=O)NCCN2C(=O)CSC2=O)cc1	-13	19
CCN1CCN(c2cc(C)c3cc(NC(=O)c4ccc(Br)o4)ccc3n2)CC1	-32	18
Nc1nonc1-c1noc(CCCOc2ccc(Cl)cc2Cl)n1	22	18
Cc1cc(C)c2nc(NC(=O)c3ccc4c(=O)n5c(nc4c3)CCCCC5)sc2c1	-33	6
O=C(CCC(=O)c1cccs1)NCc1cccc(C(F)(F)F)c1	-12	22
CCOC(=O)C1=NOC(COc2ccccc2C=O)C1 (configuration not stated)	-5	25
CC(C)(C)OC(=O)[C@H](Cc1ccccc1)NC(=O)c1[nH]cnc1C(=O)Nc1cccc(Cl)c1	-45	17
COCCN1C(=O)/C(=C/c2cc3c(cc2Br)OCO3)NC1=S	-5	11
CCOC(=O)N1CCN(C(=O)c2ccccc2NC(=O)c2ccc(F)cc2)CC1	-29	23
Cc1cccc(C)c1NC(=O)CCCCCNS(=O)(=O)c1ccccc1	-18	8
CC(C)c1ccc(C2CC(=O)N3CN(C)CSC3=C2C#N)cc1 (configuration not stated)	-5	9
CC(CNCc1ccc2c(c1)OCO2)NCc1ccc2c(c1)OCO2 (configuration not stated)	-25	6
COc1cccc(N2CCN(C(=O)CN(C)S(=O)(=O)c3ccc4c(c3)CCC(=O)N4)CC2)c1	-19	12
O=C(OCC(=O)N1CCOCC1)c1ccccc1Cc1ccccc1	-12	7
CCN(CC)c1ccc(NC(=O)C(C)C)cc1	2	13
COc1ccc(-c2sc(Nc3ccccc3)n[n+]2-c2ccc(F)cc2)c(OC)c1OC	-36	23
Cc1noc(NS(=O)(=O)c2ccc(NC(=O)c3cnc4scc(C)n4c3=O)cc2)c1C	-3	25
CCN(C(=O)CSc1nnc(C)n1-c1ccccc1)C1CCS(=O)(=O)C1 (configuration not stated)	-13	15
Cc1ccc(-n2c(C)cc(/C=N/NC(=O)CC3(C)OCCO3)c2C)c(C)c1	-20	26
CCC(CC)NC(=O)c1n[nH]c(=O)c2ccccc12	-10	0
Cc1cc(NC(=O)COC(=O)c2cc(S(=O)(=O)N(C)c3ccccc3)ccc2Cl)no1	-17	18
COc1ccccc1/C=N/NC(=O)CO	-12	4
C/[N+]([O-])=C\c1cccc(OCCN2CCN(c3ncc(C(F)(F)F)cc3Cl)CC2)c1	-32	-8
CCCCS(=O)(=O)c1sc2nc3c(cc2c1N)CCCC3	4	20
O=C(COc1ccc([N+](=O)[O-])cc1Cl)Nn1cnnc1	1	27
CC(=O)c1cccc(NC(=O)CN(C)S(=O)(=O)c2cccc3nsnc23)c1	-67	44*
Cc1csc(NC(=O)c2c(O)c3c(n(CC(C)C)c2=O)CCCC3)n1	-20	31
CCOC(=O)C(C)N1C(=O)S/C(=C/c2cc(C)n(-c3ccccn3)c2C)C1=O (configuration not stated)	-14	41
O=C1C2ON(c3ccccc3)C(c3ccncc3)C2C(=O)N1c1ccc(Br)cc1 (configuration not stated)	-1	16
CCOC(=O)c1sc(=NC(=O)c2ccc(OC)c(OC)c2)n(C)c1C	-21	19
COc1cc(-n2nnnc2SC)c(OC)cc1Cl	-17	18
COc1ccc(CCNC(=O)c2cc3sc(Cl)cc3n2C)cc1OC	-28	14
CCOc1ccc(-n2cnnn2)cc1S(=O)(=O)NCCc1ccc(OC)c(OC)c1	-5	-2
O=C(N1CCN(c2ccccn2)CC1)C(Cl)(Cl)Cl	-15	12
Cc1cc([N+](=O)[O-])ccc1N1C(=O)c2ccc(C(=O)Nc3ccccc3C(=O)O)cc2C1=O	-1	13
Brc1ccc2c(c1)OCCOCCOc1cc(Br)ccc1OCCOCCOCCO2	72*	5
Cn1nnnc1SCCNCc1ccccc1OCc1ccc(F)cc1	-38	5
CCCCNC(=S)NCCN1CCCCC1	-14	17
CCC(C)NC(=O)CNC(=O)c1nn(-c2ccc(OC)c(Cl)c2)c(=O)c2ccccc12 (configuration not stated)	-27	9
COC(=O)c1cc(C(=O)c2cc(Br)ccc2O)coc1=N	-15	13
COc1ccc(S(=O)(=O)NC(C)C(=O)Nc2ccccc2F)cc1 (configuration not stated)	-7	8
O=C(O)CCCCCNC(=O)c1ccccc1Br	2	7

More results:
SMILES	OX1R antag-1	OX1R antag-2
O=C(c1cc2ccccc2o1)N1CCN(c2cccc(Cl)c2)CC1	-1	20
COc1ccc(CCNC(=O)c2cc(S(=O)(=O)N3CCCCC3)c[nH]2)cc1OC	-27	5
Cc1cc(OCC(=O)c2cccc(C(F)(F)F)c2)n2cnnc2n1	-8	6
COc1ccc(COCC(O)CN2CCN(S(=O)(=O)c3ccc(C(C)C)cc3)CC2)cc1 (configuration not stated)	10	8
Cc1nc2sccn2c1-c1csc(NCc2ccccc2)n1	22	22
Cn1c(NC(=O)c2cc(Cl)ccc2Cl)cc(=O)n(C)c1=O	1	11
COCCn1c(=O)[nH]c2cc(C(=O)NCc3ccccc3)ccc2c1=O	-12	8
COc1ccc(NC(=O)/C(C#N)=C\c2ccc(N3CCOCC3)o2)cc1	54*	59*
O=C(Oc1cccc([N+](=O)[O-])c1)C1CCN(C(=O)c2ccc(F)cc2)CC1	-10	14
COc1ccc(OC)c(C2Nc3ccccc3NC3=C2C(=O)CC(C)(C)C3)c1 (configuration not stated)	5	6
COc1ccc(CCNC(=O)c2ccc(C)s2)cc1OC	-19	14
COc1ccc(CNC(=O)C(C)Sc2ccc(C)cc2)cc1 (configuration not stated)	-17	21
CC(=O)N1CCN(C(=O)c2ccc(NS(=O)(=O)c3cc(C)ccc3C)cc2)CC1	-3	9
CC(Sc1nnc(-c2ccccc2)c(-c2ccccc2)n1)C(=O)N1CCc2ccccc21 (configuration not stated)	-16	36
CCN1CCc2c(sc(NC(=O)C3CCCCC3)c2C(=O)OC)C1	-22	0
O=C(CN1CCOCC1)OCCCC1CCCCC1	-4	0
CCc1cccc(CC)c1NC(=O)COC(=O)c1ccc(F)c(S(=O)(=O)N(CC)CC)c1	-33	5
CCC(Nc1ccc(OC)cc1)C(=O)N/N=C/c1ccc([N+](=O)[O-])cc1 (configuration not stated)	0	27
Cc1cccc(C(=O)Nc2ccc(C(=O)N3CCCCC3C)cc2)c1 (configuration not stated)	-19	36
CCOc1ccc(-c2c(C(=O)N/N=C/c3ccco3)nnn2-c2nonc2N)cc1	-7	15
Cc1c(Cl)cccc1NC(=O)CN1CCC(C(O)(c2ccccc2)c2ccccc2)CC1	-32	7
COc1cccc(N(Cc2nnc3n2CCCCC3)C(=O)Nc2ccccc2F)c1	-17	9
Cc1ccc(S(=O)(=O)N2CCOCC2)cc1C(=O)Nc1cccc(C(=O)NC2CC2)c1	-12	-2
CCOC(=O)C(NS(=O)(=O)c1ccccc1)(C(F)(F)F)P(=O)(OC(C)C)OC(C)C (configuration not stated)	-18	-6
Cc1csc(=NC(=O)c2ccccc2)n1Cc1ccco1	-22	8
COc1ccc(Cc2nnc(SCC(=O)N3CCCC3)o2)cc1	-6	4
COc1cccc(C(=O)N2CCN(C(=O)C3CCCO3)CC2)c1 (configuration not stated)	-17	3
O=C(NCCc1ccccn1)c1ccc(OC2CCN(Cc3ccccn3)CC2)cc1	-9	23
COc1cccc(COc2nc3c(c(=O)n(C)c(=O)n3C)n2C)c1	-23	12
CCCSc1nc2c(cnn2-c2ccc(C)cc2)c(=O)[nH]1	-26	9
C[C@@H]1CCC(=O)N(C[C@@H](C)CSc2ccc(Br)cc2)CC1	-2	4
CCOC(=O)C(Cc1ccccc1)C(=O)Nc1cccc(C)c1 (configuration not stated)	-8	15
CN(C(=O)c1ccc(OC2CCN(C(=O)c3cccnc3)CC2)cc1)C1CCCCC1	-9	3
CCN1C(=O)[C@H]2[C@@H](c3ccc(-c4ccc(F)cc4)c(OC)c3)N[C@@](C)(C(=O)OC)[C@H]2C1=O	-21	7
COCCNC(=O)C1CC(=O)N(C2CCCCC2)C1 (configuration not stated)	5	4
COc1cccc(/C=C/C(=O)Oc2ccc(C(=O)c3ccc(F)cc3)cc2)c1	3	0
O=c1c2ccccc2nnn1COc1ccc(F)cc1Cl	-33	14
COc1nnc(-c2ccc(N3CCCCC3)c(N)c2)c2ccccc12	-20	19
Cc1cc(C)c2oc(=O)cc(CN3CCOCC3)c2c1	-17	9
CCOC(=O)c1sc2nc(C)n(CC(=O)NCC3CCCO3)c(=O)c2c1C (configuration not stated)	3	11
C=CCn1c(=S)[nH]c2sccc2c1=O	-12	3
CN(C(=O)c1ccc(NC(=O)Cc2cccc(NC(=O)C3CCCN(C(=O)C4CCC4)C3)c2)cc1)C1CCCC1 (configuration not stated)	-15	5
COC(=O)c1sccc1NC(=O)COc1ccc(F)cc1Cl	-22	5
CCOc1ccc(C2C(C(=O)c3ccco3)=C(O)C(=O)N2CCN2CCOCC2)cc1 (configuration not stated)	-7	10
Cc1cccc(N2CCN(C(=O)Cn3c(=O)[nH]c4ccsc4c3=O)CC2C)c1 (configuration not stated)	-22	12
CCCCC(=O)OCC(=O)Nc1cccc(S(=O)(=O)NC2=NCCCCC2)c1	-14	10
CCN1CCCC1CNC(=O)c1cc2c(-c3ccc(Cl)cc3)nn(C)c2s1 (configuration not stated)	-17	7
O=C1CCCC(O)=C1Sc1ccccc1C(=O)O	7	8
CN(C)S(=O)(=O)c1cccc(C(=O)Nc2cc(Cl)ccc2O)c1	-25	15
COc1ccc(NC(=O)CSc2nnc(Cn3c(=O)sc4ccccc43)n2C)c(OC)c1	-11	4
CCOC(=O)CNC(=O)C1(/C=C/c2ccccc2)CC(=O)N1c1ccc(OC)cc1 (configuration not stated)	-18	-2
S=c1nc[nH]c2c1[nH]c1ccccc12	-29	-81
S=C(Nc1ccc(Cl)cc1)N1CCOCC1	19	13
COc1ccc(S(=O)(=O)N(CC(=O)N/N=C/c2cccs2)c2cc(C)cc(C)c2)cc1OC	35	50*
CC(=O)c1ccc(N2C(=NC(=O)CCC3CCCC3)SC3CS(=O)(=O)CC32)cc1 (configuration not stated)	-22	3
Cc1ccccc1C(=O)N(Cc1nc2ccccc2c(=O)[nH]1)C1CCCC1	-24	33
CCOc1ccc(OCC)c(S(=O)(=O)N2CCC(C)CC2)c1	4	2
O=C(Nc1ccc(NC(=O)c2cccs2)c(Cl)c1)c1cccs1	-12	28
